HCMV inh = human cytomegalovirus inhibition | 410,000 compounds, 4.5% hits | HFF cells, HCMV-luciferase reporter, 72 h; stronger effect = lower value | activity change, negative = inhibition, % at 57.5 µM | AID 1259415; in the data active means activity change below about -60%; inconclusive means no clear call, values can overlap the other calls; inactive means above about -39%
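Cell-based, HFFs, 1000 cells/well, 16 h 37C; cpds in DMSO + HCMV-luc, MOI 1 PFU/cell; 72 h 37C; OneGlo luminescence after 5 min RT; norm. to buffer vs Salinomycin 10uM.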
AmpC detergent = blocks E. coli AmpC beta-lactamase in detergent assay. AmpC hydrolysis of nitrocefin, absorbance 480 nm, 0.01% Triton. P00811. 370,000 compounds, 0.041% hits. AID 485294. Potency, µM (top dose mostly 114 µM), inactives show at the top dose activity change, negative = inhibition, actives largely listed as inhibitors;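 further: potency means the concentration at half of the fitted maximal effect; 0% = no-compound wells and -100% = no-enzyme wells; nearly all actives have a fitted effect of over 25% in size; some results filed as inactive show a strong effect at the top dose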
Target sequence (P00811 whole entry, looked up): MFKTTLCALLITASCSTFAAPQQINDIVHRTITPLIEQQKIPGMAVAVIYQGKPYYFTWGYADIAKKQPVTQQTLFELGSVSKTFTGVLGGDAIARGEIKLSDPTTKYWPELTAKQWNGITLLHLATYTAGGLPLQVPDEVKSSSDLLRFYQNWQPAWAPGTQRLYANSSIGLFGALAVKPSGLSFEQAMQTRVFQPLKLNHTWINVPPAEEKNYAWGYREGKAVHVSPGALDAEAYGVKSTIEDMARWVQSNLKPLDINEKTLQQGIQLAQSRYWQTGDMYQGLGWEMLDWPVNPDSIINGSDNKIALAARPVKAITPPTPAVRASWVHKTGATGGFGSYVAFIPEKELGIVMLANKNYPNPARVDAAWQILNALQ
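20 mM phosphate pH 7.0 + 0.01% (detergent screen) or 0.0001% Triton X-100; 5.3 nM AmpC reagent; cpd preinc 15 min RT; nitrocefin (800 uM stock) to start; A480 q20 s × 4 min; Activity was normalised to no-enzyme and no-compound control wells.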
AmpC inh no detg = inhibitors of E. coli AmpC beta-lactamase without detergent. P00811. AmpC nitrocefin hydrolysis, absorbance 480 nm, 0.0001% Triton. Potency, µM (series often up to 57.1 µM), for the others: top-dose activity change, negative = inhibition, hits mostly inhibitors. 330,000 compounds, 0.52% hits. AID 485341;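 further: potency means the concentration at half of the fitted maximal effect; plate controls were no compound for no effect and no enzyme for full effect; nearly all actives have a fitted effect of over 20% in size; some results filed as inactive show a strong effect at the top dose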
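20 mM phosphate pH 7.0 + 0.01% (detergent screen) or 0.0001% Triton X-100; 5.3 nM AmpC reagent; cpd preinc 15 min RT; nitrocefin (800 uM stock) to start; A480 q20 s × 4 min; Activity was normalised to no-enzyme and no-compound control wells.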
HCV inhibitor = blocks hepatitis C virus | Huh7.5.1 HCVcc-Cre infection, luciferase reporter, 44 h | Potency, µM (series often up to 41.8 µM), without a hit: at the top dose activity change, negative = inhibition, most hits filed as inhibitors | 340,000 compounds, 3.4% hits; further: potency means the concentration at half of the fitted maximal effect
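Infectious HCVcc-Cre (~0.5 moi) was added to cells just after compound, with cells seeded 4 h earlier at 1,000 per well. Luciferase activity after 44 h culture reported infection; substrate was incubated 15 min at room temperature before reading.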
Giardia FBPA inh = inhibitors of Giardia lamblia fructose-1,6-bisphosphate aldolase; A8B2U2; purified Giardia FBPA; Potency, µM (titrated, usually from 59.6 µM), for the others: at the highest dose activity, negative = inhibition, most hits filed as inhibitors; 290,000 compounds, 0.71% hits; further: potency means the concentration at half of the fitted maximal effect; nearly all actives have a fitted effect of over 55% in size
Target sequence (A8B2U2 whole entry, looked up): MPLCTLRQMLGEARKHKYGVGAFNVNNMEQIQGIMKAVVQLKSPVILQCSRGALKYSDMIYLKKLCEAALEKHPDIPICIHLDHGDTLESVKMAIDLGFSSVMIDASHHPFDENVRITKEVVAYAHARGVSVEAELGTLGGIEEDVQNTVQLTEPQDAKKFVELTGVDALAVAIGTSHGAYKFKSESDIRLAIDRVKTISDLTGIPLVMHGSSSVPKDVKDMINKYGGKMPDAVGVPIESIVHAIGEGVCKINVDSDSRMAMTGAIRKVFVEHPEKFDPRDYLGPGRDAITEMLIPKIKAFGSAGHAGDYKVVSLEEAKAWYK
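Giardia FBPA (40 nM reagent) was preincubated 10 min at RT with compound (up to 57.5 uM final), then substrate plus GAPDH/TPI/NAD/arsenate coupling system with diaphorase/resazurin was added; resorufin fluorescence (525/598 nm) was read after 20 min.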
Sm TGR block = blocks Schistosoma mansoni thioredoxin glutathione reductase; Q962Y6; purified TGR, DTNB reduction, TNB absorbance 405 nm; Potency, µM (titrated, usually from 114 µM), for the others: at the highest dose activity change, negative = inhibition, actives largely listed as inhibitors; 360,000 compounds, 3% hits; further: potency means the concentration at half of the fitted maximal effect; nearly all actives have a fitted effect of over 60% in size
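TGR 20 nM + NADPH 100 uM (dispensed conc.), cpd preinc 15 min RT; start with NADPH (500 uM addition) then DTNB (15 mM addition). Kinetic TNB absorbance, 405 nm filter. Four-parameter Hill fit across titration.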
* marks the source's active call; other numbers are inactive results; ? = inconclusive; . = no result given; & = joins results of further samples; [ ] = dose if it differs, or a comment. Unless noted, the call rests on the fitted dose curve; in most records, active means well fitted curve in the direction sought with a large enough effect; inconclusive means small, poorly fitted or top-dose-only effect, or another doubt; inactive means no such curve, though single readings can be large; an effect the other way counts as inactive or inconclusive. Unless noted, on the % scale 0 is the no-effect control and ±100 the full control effect.

SMILES	HCMV inh	AmpC detergent	AmpC inh no detg	HCV inhibitor	Giardia FBPA inh	Sm TGR block
COc1ccc(N2CC(C(=O)Nc3c4c(nn3-c3ccccc3)CS(=O)(=O)C4)CC2=O)cc1 (configuration not stated)	-3	2%	-6%	15%	.	-25%
CC(=O)NC(CC(=O)NCCOc1ccccc1F)c1ccccc1 (configuration not stated)	10	1%	-2%	-10%	-13%	4%
CCOC(=O)c1[nH]c2ccc(Cl)cc2c1NC(=O)c1nonc1C	10	-1%	-9%	?	1%	0%
COc1ccc(-c2csc(Nc3ccc(C)cn3)n2)cc1	-20	?	-4%	?	?	4%
Cc1c(Cl)cnc(NC(=O)COC(=O)CNC(=O)c2ccccc2)c1Cl	-8	.	-26%	0%	.	.
CSc1c2c(nc3ncnn13)CCC2	-38	1%	-32%	2%	-2%	-8%
CC/C(=N\NC(=S)Nc1cccc(C)c1)c1ccccc1	-22	15%	-31%	-17%	3%	.
CCOc1ccc2oc(=O)cc(CN3CCN(Cc4ccc(C)cc4)CC3)c2c1	-28	14%	.	.	.	-15%
CCOc1ccc(NC(=O)CSc2nc3nc4c(cc3c(=O)n2CC)COC(C)(C)C4)cc1	-27	3%	19%	3.2µM*	-1%	9%
O=C(O)c1ccc(N=NNc2cccc([N+](=O)[O-])c2)cc1	61	0%	-26%	32%[activator]	15%	11%
C=CCNC(=O)/C(=C/c1ccc(Br)cc1)NC(=O)c1ccccc1OC	-9	7%	19%	-2%	2%	5%
O=C(Nc1ccc(Br)cc1)N1CCCC(O)C1 (configuration not stated)	-4	2%	3%	28%	7%	7%
CCc1ccc(NC(=O)C2CCCN(S(=O)(=O)c3cnc[nH]3)C2)cc1 (configuration not stated)	.	-6%	-1%	18%	-11%	-11%
Cc1cccc(C)c1NS(=O)(=O)c1c(C(=O)N2CCCCC2)c(C)n(C)c1C	-33	0%	44%	26%	8%	-1%
Cn1cccc1C(=O)NNC(=O)c1ccccc1Br	5	0%	-18%	17%	.	-9%
Cc1ccc(C)c(NC(=O)c2ccc3ccccc3n2)c1	139	-2%	-16%	5%	-6%	2%
CSc1nn(Cc2cccc(C)c2)c(N)c1S(=O)(=O)c1ccccc1	-39	11%	.	.	.	12%
CCOc1ccc(OCC)c(NC(=O)c2cc(CN3CCOCC3)on2)c1	1	0%	.	.	.	5%
Cc1nc(NC(=O)c2c(-c3ccccc3Cl)noc2C)sc1C	?	1%	7%	?	.	-4%
CC(=O)Nc1ccc(S(=O)(=O)N2CCN(c3ccc(C)c(Cl)c3)CC2)cc1	-13	-7%	-11%	-16%	14%	2%
CC(C)CNC(=O)C1CCN(c2ccc(S(=O)(=O)N3CCOCC3)cc2)CC1	-16	-13%	17%	26%	3%	0%
COc1ccc(OC)c(S(=O)(=O)NCc2cn3cccc(C)c3n2)c1	27	0%	-12%	18%	1%	-19%
O=c1c2[nH]c3ccccc3c2ncn1CCN1CCNCC1	32	1%	-5%	3%	0%	-23%
O=C(Nc1ccc2c(c1)OCO2)c1c(F)cccc1F	147	-13%	-22%	-11%	-6%	6%
COc1ccccc1N(CCN1C(=O)c2cccc3cccc(c23)C1=O)C(=O)c1ccncc1	.	-6%	-7%	.	1%	.

One compound at a time (already shown). Screens in order: HCMV inh, AmpC detergent, AmpC inh no detg, HCV inhibitor, Giardia FBPA inh, Sm TGR block
COc1ccc(-c2csc(Nc3ccc(C)cn3)n2)cc1 in the list: -20, ?, -4%, ?, ?, 4%
C=CCNC(=O)/C(=C/c1ccc(Br)cc1)NC(=O)c1ccccc1OC in the list: -9, 7%, 19%, -2%, 2%, 5%
COc1ccc(OC)c(S(=O)(=O)NCc2cn3cccc(C)c3n2)c1 in the list: 27, 0%, -12%, 18%, 1%, -19%
CCOC(=O)c1[nH]c2ccc(Cl)cc2c1NC(=O)c1nonc1C in the list: 10, -1%, -9%, ?, 1%, 0%

The listing continues:
SMILES	HCMV inh	AmpC detergent	AmpC inh no detg	HCV inhibitor	Giardia FBPA inh	Sm TGR block
Cn1cccc1Cc1nnc(SCC(=O)NCC2CCCO2)n1-c1ccc(F)cc1 (configuration not stated)	20	?	117%[activator]	-1%&8%	4%	?
Cc1nn(C)cc1S(=O)(=O)NC1CCCC1	-32	-10%	-10%[2.29 µM]	9%	4%	-6%
COc1ccc(NC(=O)COC(=O)c2cccn2C)cc1S(=O)(=O)N1CCCCC1	-69*	.	-18%	?	.	.
Cc1onc(-c2c(F)cccc2Cl)c1C(=O)N1CCCCC1	-18	3%	-4%	-1%	.	-5%
CN(C(=O)CSc1ncn[nH]1)C1(C#N)CCCCC1	?	.	-24%	5%	.	.
CCOC(=O)c1ccc(NCCOC)c([N+](=O)[O-])c1	-30	-8%	-5%	-26%	-1%	9%
CCCOC(=O)c1cccc(NC(=O)CSc2nnc3cc(C)c4ccccc4n23)c1	-39	2%	.	.	.	-5%
CC(C)COP(=O)(c1ccc(N(C)C)cc1)C(O)c1cccnc1 (configuration not stated)	18	-1%	-1%	7%	4%	6%
COc1ccccc1NC(=O)/C(=C/c1ccncc1)NC(=O)c1ccccc1	-6	5%	-5%	15%	0%	5%
Cc1ccc(NC(=O)COC(=O)c2ccc3c(c2)OCO3)cc1S(=O)(=O)N1CCCCC1	-5	-15%	-35%	-5%	5%	-4%
Cc1ccc2nc3n(c(=O)c2c1)CCCCC3	2	1%	-14%	-8%	-9%	2%
Cc1ccccc1NC(=O)c1cccc(OCc2c(C)noc2C)c1	18	-14%	-15%	-10%	-1%	0%
Cc1cccc(CNC(=O)C2CCN(S(=O)(=O)c3ccc4c(c3)CCCN4C(=O)C3CCC3)CC2)c1	-21	3%	.	.	.	5%
CN(C)CCCNC(=O)C(=O)Nc1cc2c3c(c1)CC(=O)N3CCC2	13	-4%	13%	2%	7%	-3%
O=C(c1ccco1)N1CCN(Cc2nnc(-c3cccc(Cl)c3)o2)CC1	0	0%	20%	14%	6%	-13%
CCOC(=O)c1c(NC(=O)CCCOc2ccc(C(C)(C)C)cc2)sc2c1CCCC2	17	0%	.	.	.	-6%
COc1ccccc1OC(C)C(=O)Nc1nc(-c2ccc(S(=O)(=O)N3CCOCC3)cc2)cs1 (configuration not stated)	-7	?	45%	?	-1%	9%
Cc1cccc(C)c1Nc1sc(C(=O)c2ccccc2)c(N)c1C(=O)Nc1ccc(F)cc1	0	12%	.	.	.	0%
CCc1ccc(CN(C(=O)c2ccco2)C2CCS(=O)(=O)C2)cc1 (configuration not stated)	-30	-3%	21%	8%	6%	-16%
CCCCN(Cc1cc2cc(OC)ccc2[nH]c1=O)C(=O)c1ccco1	6	?	-14%	3%	-16%	45µM*
CCc1ccc(-n2c(=O)c3ccccc3n(CC(=O)C(C)(C)C)c2=O)cc1	-15	6%	-13%	7%	3%	8%
CCOC(=O)c1c(C)[nH]c(C)c1S(=O)(=O)N1CCN(c2ccc([N+](=O)[O-])cc2)CC1	0	-5%	53%	-14%	-5%	-6%
CN(c1ccccc1)S(=O)(=O)c1ccc(Cl)c(C(=O)Nc2nc3ccccc3[nH]2)c1	?	1%	-22%	?	21%	5%
CCCCN(C)S(=O)(=O)c1ccc(C(=O)Nc2nnc(-c3cccs3)o2)cc1	.	-21%	-43%	.	-29%	9%
CN(C)c1nc(Nc2ccccc2)nc(Oc2ccc(=O)[nH]n2)n1	-12	?	-19%	-9%	8%	2%

The final 2 records of the section before open the next one:
SMILES	HCMV inh	AmpC detergent	AmpC inh no detg	HCV inhibitor	Giardia FBPA inh	Sm TGR block
CCCCN(C)S(=O)(=O)c1ccc(C(=O)Nc2nnc(-c3cccs3)o2)cc1	.	-21%	-43%	.	-29%	9%
CN(C)c1nc(Nc2ccccc2)nc(Oc2ccc(=O)[nH]n2)n1	-12	?	-19%	-9%	8%	2%
COc1cc2c(cc1OC)C(C)N(S(=O)(=O)c1cnc(Cl)c(Cl)c1)CC2 (configuration not stated)	.	-1%	39%	10%	.	-2%
CCCc1cc(CNC(=O)C2CCC(=O)N(CCc3cccc(F)c3)C2)on1 (configuration not stated)	-12	1%	17%	9%	.	9%
CC1=C(C(N)=O)C(c2cccnc2)n2nc(SCc3ccccc3Cl)nc2N1 (configuration not stated)	.	-7%	-20%	10%	-8%	-14%
Nc1cccc2[nH]c(C(F)(F)F)nc12	-21	-5%	-54%	-14%	20µM*	?
COc1cc(/C=C/C(=O)NCc2ccccn2)cc(OC)c1OC	-29	0%	-5%	-25%	16%	5%
COc1cc(CNCc2cccnc2)ccc1OCC(=O)NC1CCCCC1	-13	-7%	-16%	10%	-19%	-1%
COc1ccccc1CNc1nc(SC)ncc1CO	31	?	-28%	6%	-4%	0%
Cc1c(C(=O)Nc2ccc3c4c(cccc24)CC3)cccc1[N+](=O)[O-]	-26	?	-28%	?	1%	-9%
CCOc1c(Br)cc(Br)cc1/C=C1\SC(N)=NC1=O	25	-10%	-15%	8%	-6%	-11%
Cc1nc2cccnc2n1C1CCN(S(=O)(=O)c2ccc(C(C)C)cc2)CC1	-26	-1%	.	.	.	0%
CCc1nnc(SCc2nc(-c3ccccc3Cl)oc2C)c2cc3sc(C)cc3n12	29	19%	.	.	.	-2%
COc1ccc(NC(=O)c2ccc3c(c2)nnn3C2CCCC2)cc1Cl	-24	0%	.	.	.	-9%
Cc1cc(C)c(C)c(S(=O)(=O)Nc2ccc(C(N)=O)cc2)c1C	?	8%	-34%	?	-4%	10%
O=C(Nc1ccc(-c2nc3cc(Cl)ccc3o2)cc1)c1cc(Br)ccc1Cl	-39	6%	.	.	.	4%
NNC(=S)Nc1ccccc1Cl	-8	-6%	-45%	-23%	?	-11%
CCOC(=O)c1ccc(NC(=O)CC2Nc3ccccc3NC2=O)cc1 (configuration not stated)	-12	11%	.	.	.	2%
CC(C)(C)c1ccc(OCCC(=O)OCC(=O)NC2CC2)cc1	?	7%	66%[activator]	4%	.	-8%
Cc1cc(N2C(=O)C(O)=C(C(=O)c3cc4ccccc4o3)C2c2ccc(OC(C)C)cc2)no1 (configuration not stated)	-38	-9%	-35%	0%	11%	-31%
CC(=O)Cc1nsc(NC(=O)c2ccc(-c3ccc(Cl)c(Cl)c3)o2)n1	13	-7%	-44%	1%	0%	-25%
O=C1/C(=C/c2cccs2)SC(=S)N1CCCC(=O)N(CCO)c1ccccc1	-98*	-6%	10%	9%	6%	0%
Cc1cccc(CSc2ncc(Cl)c(C(=O)Nc3nc4ccc(F)cc4s3)n2)c1	13	-2%	.	.	.	-5%

Single entries from the entries so far:
Reading for `CC1=C(C(N)=O)C(c2cccnc2)n2nc(SCc3ccccc3Cl)nc2N1` (configuration not stated) under AmpC inh no detg: -20%
Reading for `CCCc1cc(CNC(=O)C2CCC(=O)N(CCc3cccc(F)c3)C2)on1` (configuration not stated) under Sm TGR block: 9%
Reading for `O=C(Nc1ccc(-c2nc3cc(Cl)ccc3o2)cc1)c1cc(Br)ccc1Cl` under Sm TGR block: 4%
Reading for `CC(=O)Cc1nsc(NC(=O)c2ccc(-c3ccc(Cl)c(Cl)c3)o2)n1` under AmpC detergent: -7%

Screening data deposited in PubChem by National Center for Advancing Translational Sciences (NCATS).
